B2AR arrestin: qHTS assay of beta-arrestin-biased ligands of beta2-adrenergic receptor | Beta-2 adrenergic receptor (Homo sapiens), P07550 | beta-arrestin recruitment to beta2AR, cell-based reporter | Potency, µM (series often up to 46.1 µM), without a hit: top-dose activation, usual class: activators | actives 0.02% (n = 330,000) | AID 492947, 2010;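 note: potency is the fitted concentration of half-maximal effect; 0% = DMSO controls and full agonism = EC100 isoproterenol or metaproterenol; nearly all actives have a fitted effect of over 65% in size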
Giardia killer: Small Molecules that selectively kill Giardia lamblia: qHTS; activity change, % at 7.66 µM, hits read low; Giardia lamblia trophozoite viability; actives 0.15% (n = 340,000); in the data active = activity change below about -80%; inconclusive = between about -30% and that limit;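 note: parasites exposed to compound for two days anaerobically before the ATP read; % is set by controls: 0 for no effect and ±100 for the full control effect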
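Giardia lamblia trophozoites (100 cells/well) were incubated with compounds for 48 h at 37 deg C under anaerobic conditions. Viability was read as ATP content by one-step luminescence after 15-30 min at room temperature.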
Menin MLL FP TR: qHTS Assay for Inhibitors Targeting the Menin-MLL Interaction in MLL Related Leukemias: Competition With Texas Red Labeled MLL-derived Mutant Peptide | O00255 | Menin + Texas Red MLL mutant peptide, fluorescence polarization | Potency, µM (top dose mostly 61.6 µM), without a hit: at the highest dose FP activity change, negative = inhibition, most hits filed as inhibitors | actives 0.23% (n = 270,000); active = well fitted inhibition curve with a large enough effect in the polarisation, with a control signal flat, not every such curve was filed as active; inconclusive = small, poorly fitted or top-dose-only effect, or effect the other way, or a change in a side signal; inactive = no such curve, though single readings can be large or run the other way; the % refers to the polarisation; note: potency is the fitted concentration of half-maximal effect; % of control where 0% means no effect; many of its hits are not listed in these tables
a7 integrin act: qHTS for Activators of Integrin-Mediated Alleviation for Muscular Dystrophy | AID 624291, 2012 | actives 0.064% (n = 350,000) | alpha7betagal myoblasts, beta-gal FDG fluorescence, 48 h | Potency, µM (highest dose often 38.3 µM), for the others: at the top dose activation, most hits filed as activators;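 note: potency is the fitted concentration of half-maximal effect; 100% = response of the positive control SU9516; nearly all actives have a fitted effect of over 60% in size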
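Alpha7betagal+/- myoblasts (passage 13) were plated 16-24 hr, then exposed to compounds (1:260 dilution of DMSO stock) for 48 hours at 37C. After MPER lysis, β-galactosidase reporter activity was read as FDG fluorescence (ex 480/em 540) after 30 minutes.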
S-ASM inh: Inhibitors of Secretory Acid Sphingomyelinase (S-ASM): qHTS; actives 0.006% (n = 340,000); placental ASM, HMU-PC fluorogenic substrate, 60 min; Potency, µM (series often up to 57.5 µM), for the others: top-dose activity change, negative = inhibition, actives largely listed as inhibitors; AID 504937, 2011; note: potency is the fitted concentration of half-maximal effect
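Human placenta-derived ASM enzyme was preincubated with compound for 10 minutes at room temperature, then given fluorogenic substrate HMU-PC0 (9 uM final) for 60 minutes at 37 °C; a pH 10 stop preceded fluorescence reading at Ex 386/Em 447 nm.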
Coupling enz: qHTS Assay for Inhibitors of Fructose-1,6-bisphosphate Aldolase from Giardia Lamblia: Coupling assay counterscreen | coupling enzyme system counterscreen, AmpLite Red fluorescence | activity change, negative = inhibition, % at 58.2 µM, hits read low | actives 0.67% (n = 290,000); in the data active = activity change below about -30%; note: % is set by controls: 0 for no effect and ±100 for the full control effect
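Final compound at 57.5 uM, incubated 10 min at RT with coupling enzyme reagent (glyceraldehyde-3-phosphate), then 20 min with substrate and AmpLite Red detection. Fluorescence read at 525/598 nm; tests interference with the coupling assay, not aldolase inhibition.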
GALK inh: qHTS Assay for Inhibitors of Human Galactokinase (GALK). Purified GALK, Kinase-Glo residual ATP luminescence. Potency, µM (titrated, usually from 57.5 µM), for inactives: top-dose activity change, negative = inhibition, most hits filed as inhibitors. actives 0.007% (n = 270,000). AID 1868, 2009; note: potency is the fitted concentration of half-maximal effect; % is set by controls: 0 for no effect and ±100 for the full control effect
Target sequence (P51570 whole entry, looked up): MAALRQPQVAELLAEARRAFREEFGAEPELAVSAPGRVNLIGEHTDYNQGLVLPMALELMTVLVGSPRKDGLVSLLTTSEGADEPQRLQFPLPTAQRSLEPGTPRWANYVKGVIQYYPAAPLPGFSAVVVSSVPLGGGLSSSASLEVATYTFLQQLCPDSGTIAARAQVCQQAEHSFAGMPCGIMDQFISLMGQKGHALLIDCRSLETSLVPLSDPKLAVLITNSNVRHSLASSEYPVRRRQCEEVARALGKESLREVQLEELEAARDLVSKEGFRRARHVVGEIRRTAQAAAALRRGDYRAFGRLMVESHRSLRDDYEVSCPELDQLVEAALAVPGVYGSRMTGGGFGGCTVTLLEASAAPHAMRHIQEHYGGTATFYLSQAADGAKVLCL
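ATP-depletion format; final 35 uM ATP, 100 uM D-galactose, 5 nM enzyme; pH 8.0 HEPES/Mg2+ buffer; 60 min RT; luminescence read 10 min after detection reagent.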
PKM2 activator: qHTS Assay for Activators of Human Muscle isoform 2 Pyruvate Kinase. Pyruvate kinase PKM (Homo sapiens), P14618. purified PKM2, Kinase-Glo ATP luminescence, activation; response scale: 0% is enzyme alone, no compound. Potency, µM (top dose mostly 57.5 µM), for the others: at the highest dose activation, most hits filed as activators. actives 0.34% (n = 260,000); note: potency is the fitted concentration of half-maximal effect; % is set by controls: 0 for no effect and ±100 for the full control effect; nearly all actives have a fitted effect of over 55% in size
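Purified hPK-M2 (>95% pure) converted ADP (0.1 mM final) to ATP with 0.5 mM PEP in 50 mM imidazole pH7.2, KCl, MgCl2, Tween 20, BSA; 1 h at room temperature. ATP detected by Kinase-Glo luminescence.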
TSG101-PTAP inh: qHTS Assay for Iinhibitors of HIV-1 Budding by Blocking the Interaction of PTAP/TSG101; Tumor susceptibility gene 101 protein (Homo sapiens), Q99816; Fluorescence polarization, FITC-PTAP peptide / Tsg101 binding; Potency, µM (titrated, usually from 115 µM), for the others: at the top dose activity change, negative = inhibition, actives largely listed as inhibitors; 340,000 tested, under 10 active; AID 493005, 2010; active = well fitted inhibition curve with a large enough effect in the main read-out, with a control signal flat, not every such curve was filed as active; inconclusive = small, poorly fitted or top-dose-only effect, or effect the other way, or a change in a side signal; inactive = no such curve, though single readings can be large or run the other way; note: potency is the fitted concentration of half-maximal effect; % of control where 0% means no effect
Target sequence (Q99816 whole entry, looked up): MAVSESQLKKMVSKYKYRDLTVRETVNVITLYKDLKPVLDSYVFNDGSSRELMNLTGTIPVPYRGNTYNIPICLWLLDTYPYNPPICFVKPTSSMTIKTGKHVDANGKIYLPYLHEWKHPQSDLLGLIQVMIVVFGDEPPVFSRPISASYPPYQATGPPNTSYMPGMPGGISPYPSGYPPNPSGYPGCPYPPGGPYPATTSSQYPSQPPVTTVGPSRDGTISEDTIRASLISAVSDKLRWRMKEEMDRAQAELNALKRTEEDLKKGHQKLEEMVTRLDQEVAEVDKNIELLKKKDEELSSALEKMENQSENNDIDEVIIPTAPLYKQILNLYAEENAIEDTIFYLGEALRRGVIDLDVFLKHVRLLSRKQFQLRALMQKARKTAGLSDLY
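Fluorescence polarization binding of Tsg101 binding domain (10 uM final) to FITC-labeled PTAP peptide (50 nM final) in HEPES pH 7.5 buffer with NaCl, Tween 20, EDTA, TCEP. Compounds added before peptide; binding 20 min at RT.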
Chronic BCR inh: qHTS Assay to Find Inhibitors of Chronic Active B-Cell Receptor Signaling. actives 0.05% (n = 340,000). ABC-DLBCL IkBa-CBG/CBR reporter, luminescence ratio, 4 h. Potency, µM (titrated, usually from 46.1 µM), for the others: top-dose ratio change, negative = lower green/red ratio, usual class: inhibitors; active = well fitted inhibition curve with a large enough effect in the signal ratio, with a control signal flat, not every such curve was filed as active; inconclusive = small, poorly fitted or top-dose-only effect, or effect the other way, or a change in a side signal; the % refers to the signal ratio;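 note: potency is the fitted concentration of half-maximal effect; plate controls were basal doxycycline-induced cells for no effect and cells given 10 µM MG132 for full effect; MG132 reads +100%, hits lower the ratio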
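Cell line TMD8 (human ABC DLBCL), stably expressing tet-inducible CBG68-IkBa fusion and CBR; IMDM/0.5% FBS; cpd up to 46 uM; dox induction, 4 h, 37C/5% CO2; dual luminescence; green/red ratio; MG132 control.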
Tb PFK block: qHTS Assay to Find Inhibitors of T. brucei phosphofructokinase. Potency, µM (titrated, usually from 57.5 µM), for the others: at the top dose activity, negative = inhibition, usual class: inhibitors. AID 485367, 2010. actives 0.17% (n = 330,000). T. brucei PFK, ADP-Glo luminescence. ATP-dependent 6-phosphofructokinase (Trypanosoma brucei brucei), O15648;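 note: potency is the fitted concentration of half-maximal effect; 0% = uninhibited 1x PFK enzyme wells and -100% = no-enzyme wells; nearly all actives have a fitted effect of over 60% in size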
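PFK 1.25 nM, F6P 0.5 mM, ATP 0.1 mM, 0.1 M TEA pH 8.0, 5 mM MgCl2, 0.01% Tween20, 0.1% BSA; 45 min RT. ADP-Glo readout. qHTS titration up to 57 uM; curves fitted, compounds curve-classed.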
An asterisk follows results filed as active; ? = inconclusive; nt = no result given; & = joins results of further samples; [ ] = another dose, or the depositor's remark. Unless noted, calls come from the whole dose curve; as a rule, active = well fitted curve in the direction sought with a large enough effect; inconclusive = small, poorly fitted or top-dose-only effect, or another doubt; inactive = no such curve, though single readings can be large; an effect the other way counts as inactive or inconclusive. This is a subset, so the mix of outcomes need not match the whole.

SMILES | B2AR arrestin | Giardia killer | Menin MLL FP TR | a7 integrin act | S-ASM inh | Coupling enz | GALK inh | PKM2 activator | TSG101-PTAP inh | Chronic BCR inh | Tb PFK block
COc1ccc(S(=O)(=O)N2CCC(C(N)=O)(N3CCCCC3)CC2)cc1 | -0.1% | 3 | -8% | 6% | -2% | 0 | 2% | -18% | 4% | -15% | -2%
CC(C)N1CCN(Cc2nc3c(s2)CCCC3)CC1CCO (centres undefined) | 0.1% | -7 | 10% | -10% | -1% | 1 | -3% | -3% | 1% | 5% | 0%
Cc1ccc2c(c1)C(c1ccccc1)N(C(=O)c1c(F)cccc1Cl)CC(=O)N2 (centres undefined) | 0.2% | 35[activator] | -26% | 13% | -9% | 1 | 7% | nt | -7% | -7% | 3%
COc1ccccc1-n1cnc2sc(C)c(C)c2c1=O | -0.5% | -15 | -21% | 13% | 0% | -1 | 1% | nt | -5% | 1% | 3%
Cc1cccc(/C=C2/C(=O)/C(=C/c3ccccc3C)C3CCC2N3C)c1 (centres undefined) | -1.2% | -2 | 13% | -4% | -1% | 2 | -2% | 2% | -1% | 11% | 4%
CCOc1ccc(CC2CCC(=O)NC2=O)cc1 (centres undefined) | -0.3% | -8 | -5% | -19% | 7% | 2 | 0% | 4% | 0% | 3% | 17%
COCCOC1CCN(Cc2cn(Cc3ccccc3)nc2-c2cc3ccccc3o2)CC1 | 0.0% | -22 | -17% | -36% | -2% | -2 | -2% | 0% | -6% | ? | 2%
O=[n+]1c2c(n([O-])c3cc(F)c(N4CCCC4)cc31)CCCC2 | 0.4% | -20 | -12% | -18% | -4% | -10 | -2% | -2% | ? | 1% | 0%
O=C(N/N=C/c1cccc(Br)c1)c1ccc(N2CCCC2=O)cc1 | -0.1% | 6 | -2% | -46%[inhibitor] | 0% | 1 | 14% | 1% | 2% | -2% | -1%
CCOC(=O)N1CCN(C(=O)CSc2nnc(C3COc4ccccc4O3)o2)CC1 (centres undefined) | 0.1% | -9 | -1% | 0% | 1% | 3 | 2% | 0% | -3% | 22% | 1%
CC(C)c1ccc(/C=C/C2=NNC(=O)CC2)cc1 | 0.5% | 1 | -20% | 12% | -4% | -2 | 1% | -2% | -1% | ? | 1%
COc1ccc([N+](=O)[O-])cc1NC(=O)Cc1noc2ccc(C)cc12 | -0.1% | -5 | 37%[activator] | 21% | 2% | -1 | -1% | 0% | -2% | -5% | 0%
Cc1ccc(NC(=O)COC(=O)Cc2ccsc2)cc1S(=O)(=O)N1CCOCC1 | -1.9% | -4 | 4% | -32%[inhibitor] | -3% | -1 | -1% | 3% | 1% | -2% | -2%
COCC(C)n1c(SCC(=O)Nc2ccc3c(c2)OCCO3)nc2ccccc2c1=O (centres undefined) | -0.9% | 0 | nt | -38% | 1% | nt | nt | nt | 0% | ? | -2%
CCN(C(=O)c1ccc(Cl)c(S(=O)(=O)Nc2c(C)n(C)n(-c3ccccc3)c2=O)c1)c1ccccc1 | -0.1% | -13 | nt | 28% | 2% | nt | nt | nt | -10% | 4% | 6%
Cc1cccc(NC(=O)C2CC(=O)OC23CCCCC3)c1 (centres undefined) | -0.2% | -1 | 2% | 3% | -4% | 1 | 0% | 1% | -8% | 10% | -7%
O=C(CCCNC(=O)/C(=C/c1ccc(Br)cc1)NC(=O)c1ccccc1)OCc1ccccc1 | 0.0% | 14 | 6% | -3% | 0% | 0 | 0% | -1% | -4% | ? | 1%
CC(C)(C)n1ncc2c(=O)n(Cc3cccc(Cn4cnc5c(cnn5C(C)(C)C)c4=O)c3F)cnc21 | -0.6% | 0 | nt | nt | 2% | nt | nt | nt | -3% | 2% | 0%
CSc1nc2c(c(=O)[nH]1)C(c1ccc(C(F)(F)F)cc1)CC(=O)N2 (centres undefined) | -0.9% | -10 | 6% | 2% | 2% | -1 | 9% | 0% | -3% | 1% | 0%
S=C(Nc1ccc(Br)cc1Cl)N1CCCC1 | 0.2% | 2 | nt | -9% | -1% | nt | 1% | 0% | 1% | 2% | -10%
CCc1c(C)[nH]c2ccccc2c1=O | -0.5% | 2 | 3% | 3% | 2% | -1 | 15% | -1% | -3% | 0% | 0%
Cc1ccc(NC(=O)C2CCN(c3cnccn3)CC2)cc1 | -0.2% | 1 | -1% | 21% | 24% | -4 | 4% | 0% | 0% | -11% | -2%
COc1cccc(-n2nnnc2SCC(=O)Nc2ccc(C(C)=O)cc2)c1 | -0.2% | -7 | 19% | 10% | -3% | -1 | 0% | 5% | 0% | ? | 6%
CCn1nc(C)c(CNC(=O)CC2C(=O)NCCN2CC(C)(C)C)c1C (centres undefined) | -0.2% | 13 | -12% | -2% | 5% | 0 | 2% | -1% | -13% | 2% | 0%
Cc1[nH]c2ccccc2c1/C=N/Nc1ccccn1 | 0.0% | nt | ? | nt | nt | -3 | 9% | 13% | nt | ? | 0%
CN(C)CCN1C(=O)C(=O)/C(=C(/O)c2ccc(S(=O)(=O)N3CCOCC3)cc2)C1c1ccc(F)cc1 (centres undefined) | 0.2% | -3 | nt | 17% | -1% | nt | -2% | 1% | -5% | -1% | -2%
CCOc1cccc(N2C(=O)CC(N(CCc3ccc(OC)c(OC)c3)C(=O)CC)C2=O)c1 (centres undefined) | 0.1%&-0.3% | 18 | 4%&19% | 20% | -3% | -4&2 | -1%&1% | 5%&-2% | -5% | ? | -7%&7%
CCCOc1ccccc1-n1sc2c(c1=S)-c1cc(OC)cc3c1N(C(=O)C3=O)C2(C)C | 0.4% | -6 | ? | -17% | -1% | -6 | -1% | -12% | 0% | ? | -3%
Cc1ccccc1OCC(=O)Nc1cccc(C(=O)O)c1 | -0.1% | -14 | 7% | -4% | 13% | 10 | 3% | 8% | -2% | ? | -8%
COc1cccc(C(=O)COC(=O)CCC(=O)c2ccccc2)c1 | -0.9% | 3 | nt | -5% | -1% | nt | 5% | nt | -5% | -4% | -3%
COC(=O)c1sccc1NC(=O)CN1CCN(c2ccc(F)cc2)CC1 | -0.8% | 11 | -20% | -7% | -12% | -1 | 2% | 0% | -3% | -1% | 1%
COC(=O)[C@]1(C)N[C@H](CN(C)S(=O)(=O)c2ccc(OC(F)(F)F)cc2)[C@@H]2C(=O)N(Cc3ccccc3)C(=O)[C@@H]21 | -0.6% | -24 | nt | -2% | -1% | nt | nt | nt | -2% | -11% | 9%
O=C(Nc1ccc(NC(=O)C2CC2)nc1)c1ccccn1 | -0.5% | -9 | -7% | -4% | 1% | 0 | 8% | -34% | -5% | ? | -6%
COC(=O)c1c(C)[nH]c(O)c1C=Nc1ccc(Oc2ccccc2)cc1 | 0.5% | -6 | 6% | 1% | -27% | -14 | 1% | 1% | -2% | ? | 1%
CSc1ccccc1COC(=O)Nc1ccccc1C | 0.3% | 9 | 4% | 19% | -3% | 0 | -1% | 5% | 0% | ? | 1%
O=C(CC1COc2ccccc2O1)NCc1ccccc1 (centres undefined) | -0.3% | -1 | 5% | -16% | 2% | 8 | -2% | 0% | -6% | 8% | -13%
CC(C)C(c1nnnn1C1CCCCC1)N1CCc2ccccc21 (centres undefined) | -2.1% | 27 | nt | 10% | -3% | 0 | -2% | -3% | -3% | 4% | 0%
